uPA surface inh – inhibitors of cell surface uPA generation. cell surface uPA generation assay, qHTS. Potency, µM (highest dose often 38.3 µM), for the others: top-dose activity change, negative = inhibition, most hits filed as inhibitors. 330,000 compounds, 0.31% hits. AID 540303; active means well fitted inhibition curve with a large enough effect; inconclusive means small, poorly fitted or top-dose-only effect; inactive means no such curve, though single readings can be large or run the other way; tested in mouse RAW 264.7 cells; further: potency means the concentration at half of the fitted maximal effect; on the % scale 0 is the no-effect control and ±100 the full control effect; nearly all actives have a fitted effect of over 55% in size
B2AR arrestin – agonists driving beta-arrestin recruitment to human beta2-adrenergic receptor | 330,000 compounds, 0.02% hits | AID 492947 | Potency, µM (highest dose often 46.1 µM), inactives show at the top dose activation, most hits filed as activators | beta-arrestin recruitment to beta2AR, cell-based reporter;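 further: potency means the concentration at half of the fitted maximal effect; 0% = DMSO controls and full agonism = EC100 isoproterenol or metaproterenol; nearly all actives have a fitted effect of over 65% in size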
ELG1 repair inh – ELG1-dependent DNA repair inhibition; HEK293T ELG1-luciferase reporter, luminescence, 16 h; DNA damage induced by 5-fluorouridine; Potency, µM (top dose mostly 46.1 µM), without a hit: top-dose activity change, negative = inhibition, actives largely listed as inhibitors; 330,000 compounds, 2.3% hits; further: potency means the concentration at half of the fitted maximal effect; on the % scale 0 is the no-effect control and ±100 the full control effect; nearly all actives have a fitted effect of over 55% in size
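Overnight (16 hr) co-exposure of 2,000 cells/well to 5-fluorouridine and compound at 37 °C preceded detection. Luciferase was quantified via ONE-Glo luminescence; loss of signal denotes inhibition.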
TSG101-PTAP inh – blocks PTAP/TSG101 interaction to inhibit HIV-1 budding; Fluorescence polarization, FITC-PTAP peptide / Tsg101 binding; 340,000 tested, under 10 active; AID 493005; Q99816; Potency, µM (top dose mostly 115 µM), for inactives: at the top dose activity change, negative = inhibition, usual class: inhibitors; active means well fitted inhibition curve with a large enough effect in the main read-out, with a control signal flat, not every such curve was filed as active; inconclusive means small, poorly fitted or top-dose-only effect, or effect the other way, or a change in a side signal; inactive means no such curve, though single readings can be large or run the other way; further: potency means the concentration at half of the fitted maximal effect; % of control where 0% means no effect
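Fluorescence polarization binding of Tsg101 binding domain (10 uM final) to FITC-labeled PTAP peptide (50 nM final) in HEPES pH 7.5 buffer with NaCl, Tween 20, EDTA, TCEP. Compounds added before peptide; binding 20 min at RT.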
TSHR antagonist – human thyrotropin receptor antagonism; 330,000 compounds, 0.2% hits; P16473; TSHR-expressing cells, TSH-stimulated cAMP HTRF, 2 h; active compounds read low; AID 504810; activity change, negative = inhibition, % at 11.5 µM;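 active means activity change below a set negative limit, meaning inhibition stronger than a set level, cut at about -70% in these data; inconclusive means activity change between two set negative limits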; further: on the % scale 0 is the no-effect control and ±100 the full control effect
Target sequence (P16473 whole entry, looked up): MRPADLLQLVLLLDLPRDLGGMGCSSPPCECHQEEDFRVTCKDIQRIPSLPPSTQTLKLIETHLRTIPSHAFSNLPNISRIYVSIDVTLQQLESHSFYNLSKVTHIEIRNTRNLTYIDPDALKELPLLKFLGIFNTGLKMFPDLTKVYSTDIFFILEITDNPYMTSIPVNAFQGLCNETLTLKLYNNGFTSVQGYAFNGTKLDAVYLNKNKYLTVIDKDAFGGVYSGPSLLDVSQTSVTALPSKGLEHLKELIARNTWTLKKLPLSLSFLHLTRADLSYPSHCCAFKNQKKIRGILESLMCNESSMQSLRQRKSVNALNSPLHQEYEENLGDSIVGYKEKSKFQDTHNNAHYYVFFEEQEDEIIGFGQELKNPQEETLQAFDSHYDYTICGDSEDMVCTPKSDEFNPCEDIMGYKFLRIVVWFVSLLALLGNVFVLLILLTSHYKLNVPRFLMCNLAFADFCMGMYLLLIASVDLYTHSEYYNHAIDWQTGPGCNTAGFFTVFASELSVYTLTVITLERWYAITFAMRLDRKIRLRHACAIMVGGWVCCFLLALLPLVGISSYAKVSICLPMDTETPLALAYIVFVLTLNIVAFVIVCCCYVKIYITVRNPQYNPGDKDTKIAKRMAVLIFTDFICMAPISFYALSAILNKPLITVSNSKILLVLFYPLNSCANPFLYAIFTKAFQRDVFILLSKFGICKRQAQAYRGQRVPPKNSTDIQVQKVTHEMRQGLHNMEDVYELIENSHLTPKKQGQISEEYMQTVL
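TSHR-expressing cells, 200/well, pre-treated with compound, then stimulated with EC80 TSH (4nM final) for 2 hours at 37 deg C. cAMP measured by competitive HTRF: anti-cAMP cryptate antibody in lysis buffer plus cAMP-d2, read after 30 minutes at room temperature.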
Chronic BCR inh – inhibitors of chronic active B-cell receptor signaling; ABC-DLBCL IkBa-CBG/CBR reporter, luminescence ratio, 4 h; Potency, µM (series often up to 46.1 µM), inactives show at the highest dose ratio change, negative = lower green/red ratio, actives largely listed as inhibitors; 340,000 compounds, 0.05% hits; AID 493014; active means well fitted inhibition curve with a large enough effect in the signal ratio, with a control signal flat, not every such curve was filed as active; inconclusive means small, poorly fitted or top-dose-only effect, or effect the other way, or a change in a side signal; the % refers to the signal ratio;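 further: potency means the concentration at half of the fitted maximal effect; plate controls were basal doxycycline-induced cells for no effect and cells given 10 µM MG132 for full effect; MG132 reads +100%, hits lower the ratio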
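Compounds up to 46 uM were incubated four hours with TMD8 cells whose green CBG68 luciferase is fused to IkappaBalpha; red CBR luminescence normalised the signal, and concentration-effect curves were fitted to fusion, red and ratio data.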
Eya2 phos inh – Eya2 (human) phosphatase inhibition; O00167; recombinant Eya2, OMFP fluorescence dephosphorylation (OMFP is methylfluorescein phosphate); Potency, µM (doses to about 76.9 µM), for the others: top-dose activity, negative = inhibition, most hits filed as inhibitors; 330,000 compounds, 0.006% hits; further: potency means the concentration at half of the fitted maximal effect; on the % scale 0 is the no-effect control and ±100 the full control effect
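Eya2 (0.2 uM) preincubated 10 min at ambient with compound, then OMFP substrate added at 50 uM; 10 min reaction in 50 mM HEPES pH 7.5, 50 mM NaCl, 5 uM MgCl2, 0.05% BSA, 1 mM DTT. Fluorescence read at Ex 485/Em 525 nm.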
TCR act – activators of T cell receptors; primary human leukocytes, anti-CD3, IL-2 HTRF, 48 h; Potency, µM (series often up to 9.22 µM), for inactives: top-dose activation of IL-2 secretion, actives largely listed as activators; 330,000 tested, under 10 active; AID 504894; further: % of control where 0% means no effect
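Activity was scored as IL-2 release from primary human leukocytes given only a TCR signal (a-CD3 beads) plus compound for 48 hr. Detection used a two-antibody HTRF format read at 665nm.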
Mito fusion act – inhibitors of mitochondrial division or activators of mitochondrial fusion. 320,000 compounds, 0.23% hits. S. cerevisiae fusion-defective mutant growth rescue, CellTiterGlo 48 h. Potency, µM (doses to about 46.1 µM), without a hit: top-dose growth rescue (activation), usual class: activators;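 further: potency means the concentration at half of the fitted maximal effect; % of control where 0% means no effect; nearly all actives have a fitted effect of over 45% in size; temperature-sensitive fusion mutants such as fzo1-1 at 37 °C on non-fermentable ethanol glycerol medium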
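Luminescent cell viability in 1536-well qHTS format served as the measure of rescued growth in ts fusion-mutant S. cerevisiae cultured on non-fermentable YPEG for 48 hours at 37C.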
Tb PFK inh – inhibitors of T. brucei phosphofructokinase | T. brucei PFK, ADP-Glo luminescence | Potency, µM (series often up to 57.5 µM), for inactives: at the top dose activity, negative = inhibition, actives largely listed as inhibitors | 330,000 compounds, 0.17% hits | AID 485367;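 further: potency means the concentration at half of the fitted maximal effect; 0% = uninhibited 1x PFK enzyme wells and -100% = no-enzyme wells; nearly all actives have a fitted effect of over 60% in size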
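Compounds were pin-transferred as a titration series up to 57 uM into substrate buffer (0.5 mM F6P, 0.1 mM ATP, pH 8.0), then 1.25 nM PFK was added and reactions ran 45 min before ADP-Glo detection.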
USP2a block – blocks human ubiquitin-specific protease USP2a; O75604; USP2 core, Ub-CHOP2 coupled fluorogenic reporter, 485/531; Potency, µM (doses to about 38.3 µM), for the others: top-dose activity change, negative = inhibition, most hits filed as inhibitors; 330,000 compounds, 0.01% hits;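 further: potency means the concentration at half of the fitted maximal effect; plate controls were DMSO wells for no effect and full inhibition by NEM control for full effect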
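Cell-free coupled assay: 10nM USP2 core preincubated 30min RT with compound in Tris-HCl pH 8.0/CaCl2/CHAPS buffer, then 25nM Ub-CHOP2 and 25nM reporter substrate; fluorescence (Ex 485/Em 531) read after 60min RT, normalized to NEM inhibition, concentration-response curves fitted.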
The depositor's hits bear a star; ? = inconclusive; nt = no result given; [ ] = dose if it differs, or a comment. Unless noted, the call rests on the fitted dose curve; in most records, active means well fitted curve in the direction sought with a large enough effect; inconclusive means small, poorly fitted or top-dose-only effect, or another doubt; inactive means no such curve, though single readings can be large; an effect the other way counts as inactive or inconclusive.

Fields – uPA surface inh | B2AR arrestin | ELG1 repair inh | TSG101-PTAP inh | TSHR antagonist | Chronic BCR inh | Eya2 phos inh | TCR act | Mito fusion act | Tb PFK inh | USP2a block
COc1cc(NC(=O)COC(=O)CSc2ccccc2F)c(C)cc1[N+](=O)[O-]
    0% | -0.5% | -3% | -3% | 12 | 0% | 6% | 6%[46.1 µM] | -4% | 2% | ?
O=C(CN1C(=O)c2ccccc2C1=O)Nc1cc([N+](=O)[O-])ccc1O
    5% | -0.2% | -4% | 0% | 3 | 2% | 11% | 12% | 6% | -19% | 2%
Cn1c(CC(=O)Nc2ccc(Cl)c(Cl)c2)nnc1SCC(=O)Nc1nccs1
    nt | -1.9% | 6% | -9% | 0 | ? | -8% | nt | -5% | 2% | 2%
CC1(C)CC(NCc2ccc3c(c2)OCO3)CCO1 (configuration not stated)
    -3% | 0.3% | -2% | -3% | -12 | -1% | -3% | 1% | 1% | 3% | 1%
COc1cccc(-c2ncc3ccccc3c2COC(=O)CCCC(=O)O)c1
    2% | 9.0% | 12% | -4% | 29 | -14% | 1% | -4% | -9% | 6% | 1%
Cc1cc(OC(F)F)ccc1NC(=O)Nc1ccc([N+](=O)[O-])cc1
    -12% | 0.2% | ? | -1% | -41 | ? | -3% | 0%[46.1 µM] | -1% | ? | 2%
Cc1ccc(C(=O)C2=C(O)C(=O)N(Cc3cccnc3)C2c2ccc(Cl)cc2)o1 (configuration not stated)
    -1% | -0.5% | 0% | -1% | 7 | -5% | -6% | -6% | 0% | 4% | -1%
CCOC(=O)c1cc2occc2n1Cc1c(F)cccc1Cl
    9% | 0.0% | -3% | -2% | 1 | ? | -5% | -1% | 1% | 0% | 0%
CC(=O)N1N=C(c2cccc([N+](=O)[O-])c2)OC1c1ccccc1Cl (configuration not stated)
    -3% | 0.4% | 1% | -6% | -4 | 0% | 5% | nt | 5% | 5% | 0%
O=C(Nc1ccc(O)cc1)C1CC=CCC1 (configuration not stated)
    -15% | -0.1% | 3% | -5% | 1 | ? | 2% | 5% | 0% | -5% | 2%
COc1ccccc1/C=C(\NC(=O)c1ccccc1)C(=O)NCc1ccco1
    -1% | 0.2% | 2% | -3% | 2 | 0% | -20% | -7% | -2% | 1% | 1%
O=C(NCc1ccco1)c1ccccc1-c1nc(-c2ccccc2)no1
    nt | -2.4% | ? | -5% | -18 | -7% | -4% | -4% | 5% | -4% | -2%
CN(C)c1nc(C(=O)O)nc(N2CCOCC2)n1
    -3% | -0.3% | 0% | 2% | 6 | 3% | 2% | -1% | 4% | 1% | -2%
O=C(NNS(=O)(=O)c1ccc2ccccc2c1)C1CCN(Cc2ccccc2)CC1
    3% | -0.1% | -10% | 1% | -2 | 1% | -6% | -7% | 0% | -4% | 2%
Cc1cc(=O)cc(C)n1-c1ccccc1N
    4% | -0.9% | -7% | 1% | 3 | -4% | 6% | -4% | 0% | -8% | -1%
O=C(CCN1C(=O)/C(=C\c2ccccc2)SC1=S)NNC(=O)c1cccnc1
    4% | -0.3% | -1% | -2% | -2 | 0% | -15% | -7%[46.1 µM] | -6% | -1% | -2%
CCCO/N=C1/C(=O)N(c2ccccc2)c2ccccc21
    -2% | 0.2% | 8% | -7% | -9 | -12% | ? | 4% | 2% | 0% | -2%
N#CC1(NC(=O)COc2ccc3ccc(=O)oc3c2)CCCCC1
    10% | -0.3% | 20% | 1% | 0 | 9% | 8% | -4% | 1% | -9% | 1%
COc1ccc(-c2cc(=O)oc3c(C)c(OCc4nn[nH]n4)ccc23)cc1
    1% | -1.8% | 1% | -8% | -2 | 0% | 22% | 7% | 3% | 2% | -5%
CCOc1ccccc1NC(=O)NNS(=O)(=O)c1cc(C)ccc1C
    4% | -0.1% | 6% | -1% | 12 | -4% | -3% | -2% | -1% | -2% | 2%
CC(C)Oc1cccc(C(=O)NC(=S)Nc2cccc(C(F)(F)F)c2)c1
    1% | -0.1% | 1% | -6% | -19 | -6% | -27% | 7% | -15% | -3% | 2%
CC(=O)Oc1ccccc1C1OCCN1C(C)=O (configuration not stated)
    -1% | -0.2% | -1% | -4% | -10 | 3% | -26% | -16% | -2% | -4% | -1%
CN1C(=O)Cc2cc(S(=O)(=O)N3CCOCC3)ccc21
    0% | 0.2% | 21% | -2% | 9 | 4% | 23% | 2% | -3% | -1% | 1%
O=C(c1ccco1)N1CCN(C(=O)C2CC2)CC1
    5% | -1.8% | 3% | -4% | 10 | 6% | -2% | 1%[46.1 µM] | -5% | -6% | 4%
CC(C)(C)OC(=O)C[C@H]1C/C=C\C[C@H](CC(=O)N(CCO)Cc2ccccc2)C(=O)N[C@H](C(C)(C)C)COC1=O
    -4% | -0.3% | ? | 2% | -4 | 4% | 6% | -7% | nt | -4% | 3%
O=C(CSc1nnc(CNc2ccc(F)cc2)n1Cc1ccccc1)NCc1ccccc1
    -1% | -0.7% | ? | -8% | 0 | 0% | -7% | 0%[46.1 µM] | -5% | 1% | 5%
Nc1cccc(NC(=O)CCC(=O)NCc2ccco2)c1
    1% | 0.1% | 7% | -1% | 4 | 3% | 10% | nt | 5% | 0% | 5%
CCOC(=O)C1=C(C)N(CCCC(=O)O)C(=O)NC1c1ccc(Cl)cc1Cl (configuration not stated)
    6% | 0.2% | -22% | -7% | -4 | 12% | 24% | -1% | 2% | 2% | 0%
Cc1ccc(-c2cccc(C3CC=CC4C3C(=O)N(Cc3ccccc3)C4c3ccc4ccccc4c3)c2)cc1 (configuration not stated)
    8% | -0.4% | 10% | 0% | 3 | -1% | -2% | -1% | 21% | -1% | 7%
Cc1ccc(-n2c(SCC3CNC(=O)O3)nnc2-c2ccccc2)cc1C (configuration not stated)
    nt | -1.3% | -4% | nt | -5 | -1% | -4% | 2%[46.1 µM] | 0% | 1% | 2%

The list goes on, overlapping the part above by two compounds.
Fields – uPA surface inh | B2AR arrestin | ELG1 repair inh | TSG101-PTAP inh | TSHR antagonist | Chronic BCR inh | Eya2 phos inh | TCR act | Mito fusion act | Tb PFK inh | USP2a block
Cc1ccc(-c2cccc(C3CC=CC4C3C(=O)N(Cc3ccccc3)C4c3ccc4ccccc4c3)c2)cc1 (configuration not stated)
    8% | -0.4% | 10% | 0% | 3 | -1% | -2% | -1% | 21% | -1% | 7%
Cc1ccc(-n2c(SCC3CNC(=O)O3)nnc2-c2ccccc2)cc1C (configuration not stated)
    nt | -1.3% | -4% | nt | -5 | -1% | -4% | 2%[46.1 µM] | 0% | 1% | 2%
COc1ccc(CNC(=O)COC(=O)CN2C(=O)C3CC=CCC3C2=O)cc1 (configuration not stated)
    -1% | -0.2% | 16% | -1% | -5 | ? | -23% | 2%[46.1 µM] | nt | 0% | 2%
COc1cccc(C(=O)/C=C/Nc2ccc(S(=O)(=O)Nc3ccc(C(C)=O)cc3)cc2)c1
    -8% | 7.9% | 0% | -7% | -29 | ? | 13% | 8%[46.1 µM] | 0% | 9% | -9%
CC(=O)N(/N=C1\Sc2ccccc2C1=O)c1ccccc1C
    13% | 0.5% | ? | 4% | 17 | ? | 3% | 1% | 5% | 1% | 4%
Cc1ccc(C(=O)OCC(=O)NCc2ccccc2)cc1S(=O)(=O)N1CCCCC1
    6% | 0.4% | -22% | -5% | -3 | 1% | -14% | 5% | -6% | -3% | 1%
Cc1ccc(SC[C@H](C)CN2CC[C@H](NC(=O)OCc3ccccc3)CCC2=O)cc1
    -2% | -0.7% | 1% | -6% | -2 | 0% | -4% | 2% | -3% | -1% | 0%
COC(=O)c1[nH]nc(C(=O)OC(C)(C)C)c1-c1ccccc1
    -1% | 0.2% | -18% | -6% | -3 | -9% | -15% | 4%[46.1 µM] | 28% | -10% | 1%
CC(=O)c1sc(NC(=O)CCS(=O)(=O)c2ccccc2)nc1C
    5% | 0.3% | 3% | -6% | -13 | ? | -1% | -14% | -4% | 4% | 1%
O=C(COc1ncnc2c(Cl)cc(Cl)cc12)Nc1cc([N+](=O)[O-])ccc1Cl
    0% | -1.8% | -5% | -2% | -3 | 5% | 2% | 4%[46.1 µM] | -2% | -2% | 2%

Source: PubChem BioAssay
